Assay outcomes from PubChem BioAssay.
mIAP activ: increases mouse intestinal alkaline phosphatase activity; muIAP, CDP-Star luminescence, 30 min; stronger effect = higher value; 1 = vehicle-only enzyme signal, 0 = enzyme-free wells; activation factor at 10 µM; 0.24% of 330,000 active;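 active = activation factor of at least 2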; also: the source names both 10 and 20 µM as test concentration; values of inactives mirror those of a sister screen read the other way
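Assay system: mouse IAP enzyme / Compound: DMSO-dissolved test compounds / Timing: 30 min, room temperature / Measured by: luminescence from enzymatic CDP-Star hydrolysis / Control set: DMSO-only wells, enzyme-free buffer wells as negative control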
hIAP activ: human IAP activation; P09923; purified human IAP, CDP-Star luminescence, 30 min; stronger effect = higher value; 1 = vehicle-only enzyme, 0 = enzyme-free background; activation factor at 10 µM; 0.16% of 330,000 active; AID 2524;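 active = activation factor of the enzyme at least 2-fold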; also: the source names both 10 and 20 µM as test concentration; values of inactives mirror those of a sister screen read the other way
APOBEC3A inh: human APOBEC3A DNA deaminase inhibition | P31941 | recombinant A3A, FAM/TAMRA ssDNA deamination fluorescence | inhibition, % at 20 µM | 0.41% of 330,000 active | AID 493011;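 active = at least 40% inhibition at 20 µM here, with at most 30% in a related deaminase screen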;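 also: plate controls were A3A with DMSO for no effect and wells lacking A3A enzyme for full effect; some results filed as inactive read as strong as hits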
Target sequence (P31941 whole entry, looked up): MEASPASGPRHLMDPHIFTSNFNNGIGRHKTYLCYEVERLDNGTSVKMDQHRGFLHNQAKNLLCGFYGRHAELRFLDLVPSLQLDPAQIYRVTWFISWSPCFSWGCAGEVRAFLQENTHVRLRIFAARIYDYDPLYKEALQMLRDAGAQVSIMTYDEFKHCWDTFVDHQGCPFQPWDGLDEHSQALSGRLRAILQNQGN
hIAP block: human IAP inhibition. P09923. purified IAP, CDP-Star luminescence, 30 min. inhibition, % at 10 µM. 0.12% of 330,000 active. AID 2544;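 active = inhibition reaching a set limit with compound at 10 µM in the primary screen, cut at about 35% in these data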;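 also: plate controls were DMSO wells with enzyme for no effect and no-enzyme buffer wells for full effect; values of inactives mirror those of a sister screen read the other way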
A3G deaminase: blocks human APOBEC3G single-stranded DNA deamination. Q9HC16. recombinant A3G, ssDNA deamination FAM/TAMRA fluorescence. inhibition, % at 20 µM. 0.28% of 330,000 active;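 active = inhibition of at least 40% at 20 µM, with no more than 30% in the related APOBEC3A deaminase screen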;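 also: plate controls were DMSO wells with A3G for no effect and wells lacking A3G enzyme for full effect; some compounds called inactive have numbers as strong as hits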
Target sequence (Q9HC16 whole entry, looked up): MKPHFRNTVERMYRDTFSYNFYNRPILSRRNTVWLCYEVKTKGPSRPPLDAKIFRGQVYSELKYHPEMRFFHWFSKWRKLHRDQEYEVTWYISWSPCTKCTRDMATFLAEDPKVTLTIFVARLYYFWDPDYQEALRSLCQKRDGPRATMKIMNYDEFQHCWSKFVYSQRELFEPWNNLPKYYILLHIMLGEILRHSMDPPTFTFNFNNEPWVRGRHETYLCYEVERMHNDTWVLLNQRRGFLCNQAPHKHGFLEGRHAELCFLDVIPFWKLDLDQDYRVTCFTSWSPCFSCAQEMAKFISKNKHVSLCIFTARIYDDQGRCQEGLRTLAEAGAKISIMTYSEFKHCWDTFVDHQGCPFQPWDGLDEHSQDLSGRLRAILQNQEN
MPTP block: blocks calcium-induced mitochondrial swelling; isolated mouse mitochondria, Ca2+ swelling absorbance, 30 min; AID 602449; 1.4% of 360,000 active; inhibition, % at 10 µM;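 active = inhibition of 50% or more, scaled per plate between neutral and stimulator controls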;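 also: 0% = DMSO wells given calcium and 100% = 1 mM EGTA wells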
beta cell repl: MIN6 beta-cell proliferation induction. AID 2380. MIN6 cells proliferation, ATPlite luminescence, 48 h; cells starved in 0.2% serum; 100% = growth in 10% serum. proliferation, % at 10 µM. 0.29% of 330,000 active;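 active = compounds whose signal lies at least 3.5 SD above the mean of all wells on their plate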;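 also: 0% = DMSO-treated cells in low-serum medium and 100% = 10% serum control; some compounds called inactive have numbers as strong as hits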
mIAP inh: blocks mouse intestinal alkaline phosphatase; purified mouse IAP, CDP-Star luminescence, 30 min; AID 2806; inhibition, % at 10 µM; 0.2% of 330,000 active;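 active = inhibition of at least 40% at 10 µM in the primary screen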;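 also: plate controls were DMSO with enzyme for no effect and no enzyme wells for full effect; values of inactives mirror those of a sister screen read the other way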
ATG4B inhibitor: blocks human ATG4B protease cleavage of LC3 substrate. Q9Y4P1. ATG4B cleavage of LC3-PLA2, NBD-HPC fluorescence, 1 h. inhibition, % at 8.33 µM. 0.51% of 340,000 active. AID 504462; in the data active = inhibition above about 40%
Target sequence (Q9Y4P1 whole entry, looked up): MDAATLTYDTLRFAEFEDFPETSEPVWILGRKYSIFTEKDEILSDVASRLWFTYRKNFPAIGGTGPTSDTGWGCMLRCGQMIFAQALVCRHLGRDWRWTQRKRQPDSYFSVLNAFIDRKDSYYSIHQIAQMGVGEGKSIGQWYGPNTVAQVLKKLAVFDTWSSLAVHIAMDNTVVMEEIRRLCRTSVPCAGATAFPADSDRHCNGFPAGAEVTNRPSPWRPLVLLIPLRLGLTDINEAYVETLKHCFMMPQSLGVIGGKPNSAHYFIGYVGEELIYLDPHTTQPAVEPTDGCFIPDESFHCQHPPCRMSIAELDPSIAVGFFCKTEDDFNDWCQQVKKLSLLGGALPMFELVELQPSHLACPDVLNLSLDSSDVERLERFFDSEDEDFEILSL
* marks the source's active call; other numbers are inactive results; . = no result given.

SMILES	mIAP activ	hIAP activ	APOBEC3A inh	hIAP block	A3G deaminase	MPTP block	beta cell repl	mIAP inh	ATG4B inhibitor
CN(CCc1ccccn1)C(=O)c1cccnc1Oc1ccc(Cl)cc1	0.93	0.86	-1	14	-7	0.0	-3	7	6
CCN1CCN(C/C(C)=C/c2ccccc2)CC1	1	1	-5	0	-7	4.4	-1	-4	-4
COc1ccc(OC)c(NC(=O)c2cc(S(=O)(=O)N(C)C)ccc2N2CCCC2)c1	1	1	7	-5	-4	-0.4	-2	-1	5
CCOc1ccc(CCN2C(=O)c3ccc(C(=O)O)cc3C2=O)cc1OCC	1.1	1	5	-1	-6	0.8	0	-5	-5
CCCCCNC(=O)N[C@H](C(=O)O)C(C)C	0.93	0.98	-1	2	-4	1.5	-2	7	2
Cc1nn(Cc2c(Cl)cccc2Cl)c(Cl)c1/C=C/C(=O)OCC(=O)NCC(F)(F)F	0.97	1.1	0	-6	-2	-5.8	-5	3	0
O=C(NC1CCCC1)C(c1ccco1)N(C(=O)c1ccco1)c1ccccc1 (centres undefined)	1.2	1.2	-4	-20	-6	-0.8	-3	-19	-7
C=CCN1C(=S)N[C@@H]2CS(=O)(=O)C[C@@H]21	1.1	0.94	-3	6	-10	-0.3	-2	-7	-2
Cc1nc2cc3nc(C)sc3cc2s1	0.99	0.86	0	14	14	-2.3	-1	1	0
CCOc1ccc2nc(NS(=O)(=O)c3ccc4c(c3)n(C)c(=O)n4C)sc2c1	0.99	1.1	1	-7	-2	8.9	1	1	-7
CCOC(=O)c1cc2c3ccccc3n(CC)c2nc1N	1.1	1.1	-6	-15	-6	0.5	-2	-13	4
O=C(C[C@@H]1C/C=C\C[C@H](NC(=O)OCC2c3ccccc3-c3ccccc32)C(=O)OC[C@@H]2CCCN2C1=O)NCCO	1.1	1	-3	-1	-7	-0.9	-6	-7	2
COc1ccc(N=Nc2cnc(C)nc2-c2ccccc2)cc1	0.98	1.1	-4	-6	-8	2.7	1	2	-2
CCc1cccc(NC(=O)CCCN2C(=O)C(c3ccccc3)Oc3cccnc32)c1 (centres undefined)	1.1	1.3	-6	-28	-6	-0.2	-5	-15	29
CCOc1ccc(-c2c(C(=O)N/N=C/c3cccs3)nnn2-c2nonc2N)cc1	0.9	1.2	-3	-21	-5	-0.8	3	10	-2
Cc1cc(C)c2c(CC(=O)O)coc2c1	1.1	0.94	-3	6	-1	0.1	2	-6	0
N#C/C(=C/Nc1ccccc1C(=O)O)C(N)=O	0.94	1	-2	0	-4	1.6	-1	6	-7
COC(CNC(=O)c1ccc2c(c1)nc(C)n2-c1ccc(F)c(F)c1)OC	0.95	1	-2	0	-3	0.4	-1	5	7
COCC1CCN(C(=O)C2CCC(=O)N(CC3CCCCC3)C2)CC1 (centres undefined)	0.96	1.1	-3	-13	-5	-1.9	-2	4	7
CCC1CN(C(=O)N2CCC(C(=O)Nc3ccccc3F)CC2)c2ccccc2O1 (centres undefined)	1	0.94	-4	6	-2	-0.5	-3	-2	1
N#Cc1nc(COc2ccc(Cl)cc2Cl)oc1N1CCN(c2ccccc2)CC1	1	0.86	0	14	-6	1.2	-4	0	-4
CN(C)CCNC(=O)C(=O)Nc1cc2c3c(c1)CCN3C(=O)CC2	1.1	1.1	-3	-7	-6	-0.9	3	-8	5
Cc1ccc(NC(=O)CSc2nnc(Cn3cnc4ccccc43)o2)cc1	0.98	1.1	0	-14	-1	0.9	-4	2	-14
O=C(NCc1ccccc1F)C1CCCN1S(=O)(=O)c1ccc(Cl)cc1 (centres undefined)	0.97	0.92	2	8	-2	1.5	-4	3	3
O=C(COC(=O)c1ccc(Br)c(S(=O)(=O)N2CCOCC2)c1)NC1CC1	1	1.1	-1	-7	-1	-0.8	1	-2	7
Going on with the list.
SMILES	mIAP activ	hIAP activ	APOBEC3A inh	hIAP block	A3G deaminase	MPTP block	beta cell repl	mIAP inh	ATG4B inhibitor
CC(C)(C)NC(=O)C(=O)N/N=C/c1cccs1	0.92	1.2	-2	-23	-6	-0.7	-3	8	-5
COc1ccc(NC(=S)Nc2cccc(C)n2)cc1	1.1	0.94	-1	6	7	-0.5	-4	-7	11
Cc1ccc(C)c2[nH]c(=O)c(CCNC(=O)C(C)(C)C)cc12	1	0.97	0	3	-1	2.1	2	-4	-1
COc1ccc2[nH]c(=O)c(CN(Cc3cccs3)S(=O)(=O)c3cccc4nsnc34)cc2c1	0.86	0.73	2	27	-7	-1.1	-3	14	-11
CCn1c(SCC(=O)NCc2cccs2)nnc1-c1ccncc1	0.93	1.1	4	-10	0	0.0	-1	7	-2
CC(C)Cn1c(-c2ccccc2)nc2ccccc2c1=O	1.1	0.91	-3	9	-4	-0.6	-4	-5	30
Cc1ccc2c(c1)cc1c(=O)n(CC(=O)NCc3ccccn3)nc(C)n12	0.92	0.92	-2	8	-5	-0.6	1	8	0
CCN1CCN(C(=O)c2cc3ccc(OC)cc3[nH]2)CC1	0.91	0.91	-5	9	-9	-0.4	0	9	-2
O=C(COc1ccccc1)NC1C(=O)N2C(C(=O)O)=C(Cl)CSC12 (centres undefined)	0.95	0.86	5	14	-3	2.2	10*	5	1
O=S1(=O)C=C(N2CCCCC2)c2ccccc21	0.97	0.87	-13	13	-2	-4.6	1	2	-1
C[C@@H]1CN([C@@H](C)CO)C(=O)c2cc(NC(=O)C3CC3)ccc2O[C@H]1CN(C)C	1	1	1	-1	-8	0.1	-2	-5	6
Cc1ccc(NC(=O)Cn2cnc(C(=O)Nc3ccc(C)c(C)c3)n2)cc1C	1	.	1	.	2	-0.3	.	-3	-5
COc1ccc(CNC(=O)[C@]2(C)CCC[C@@]3(C)C4CC[C@@]5(C)C[C@]4(CCC32)CC5=O)cc1 (some centres undefined)	1.2	0.93	-2	7	-9	0.4	2	-22	-16
Cc1cc(Cl)ccc1NC(=S)NCCCN1CCCC1=O	0.99	1	-4	-2	-4	0.5	-1	1	-9
COC(=O)Cn1cccc1C(=O)c1ccccc1	0.95	0.72	-1	28	-9	-0.9	-2	5	-2
CCOC(=O)c1cccc(NC(=O)c2cc3ccccc3o2)c1	0.98	1.3	2	-29	-2	0.3	-4	2	-1
CCOC(=O)CSc1nc(N2CCOCC2)c2c(c1C#N)CC(C)(C)N(C)C2	1.1	0.89	2	11	0	1.0	-3	-13	4
O=C(NNC(=S)Nc1ccccc1Cl)c1ccccc1Br	0.84	1.5	-2	-50	-2	2.0	-3	16	5
O=C(/C=C/c1ccc(Cl)cc1Cl)OCC(=O)N1CCCC1	1	0.96	1	4	-3	-0.6	2	0	2
COc1cc(/C=N/Nc2nc(=O)[nH]nc2C)ccc1O	1.1	1.5	-4	-50	-3	1.5	-3	-7	0
CCCCn1c(N)c(N(Cc2ccccc2OC)C(=O)C(C)Oc2ccc(Cl)cc2)c(=O)[nH]c1=O (centres undefined)	1.1	1.2	1	-24	-3	0.8	1	-7	4
Cc1cc(=O)nc2c3ccccc3n(CC(=O)Nc3ccccc3Br)n12	1.1	1	-6	-3	-9	0.4	-2	-8	-5
COc1ccc(Cl)cc1NC(=O)c1ccoc1C	1	1.2	-1	-15	-1	1.0	-6	-2	0
CCCSc1ccc(C(=O)Nc2ccc(F)cc2F)cn1	1	0.83	3	17	-1	5.7	-1	-4	2
CCN(CC1COc2ccccc2O1)C(=O)c1ccc(Cl)c(S(=O)(=O)N2CC(C)OC(C)C2)c1 (centres undefined)	0.92	0.94	0	6	-6	-0.3	-4	8	-6

Profiles as entered above. Screens in order: mIAP activ | hIAP activ | APOBEC3A inh | hIAP block | A3G deaminase | MPTP block | beta cell repl | mIAP inh | ATG4B inhibitor
`Cc1ccc(C)c2[nH]c(=O)c(CCNC(=O)C(C)(C)C)cc12` is listed with 1 | 0.97 | 0 | 3 | -1 | 2.1 | 2 | -4 | -1
`COc1ccc(Cl)cc1NC(=O)c1ccoc1C` is listed with 1 | 1.2 | -1 | -15 | -1 | 1.0 | -6 | -2 | 0
`CCOC(=O)CSc1nc(N2CCOCC2)c2c(c1C#N)CC(C)(C)N(C)C2` is listed with 1.1 | 0.89 | 2 | 11 | 0 | 1.0 | -3 | -13 | 4

The listing continues:
SMILES	mIAP activ	hIAP activ	APOBEC3A inh	hIAP block	A3G deaminase	MPTP block	beta cell repl	mIAP inh	ATG4B inhibitor
Nn1cnnc1N/N=C/c1ccc(Cl)c([N+](=O)[O-])c1	1.1	1	0	-3	-4	-0.3	0	-8	-1
COc1ccc(NC(=S)Nc2cccc([N+](=O)[O-])c2)cc1	1.1	0.77	0	23	-3	85*	0	-9	10
O=C(CCN1C(=O)c2ccccc2C1=O)Nc1ccc(-c2nc3ccccc3s2)cc1	1.1	1.1	-3	-7	-7	1.3	-3	-15	-9
CC(C)(C)NC(=O)/C(=C\c1cccnc1)NC(=O)c1ccco1	0.95	0.96	-1	4	-2	1.2	-2	5	4
COc1ccc([C@H]2Cc3cccc(O)c3C(=O)O2)cc1O	1	0.92	-1	8	-8	1.0	8	0	-4
CS(=O)(=O)N1CCN(C(=O)CSc2ccccc2)CC1	1.1	1.2	-2	-16	-3	0.2	2	-10	-8
Cc1nc2ccc(NS(=O)(=O)c3ccc(F)c(F)c3F)cc2s1	1	0.95	2	5	0	1.2	1	-1	6
O=C(NCCOc1ccccc1)C1Nc2ccc(OC(F)(F)F)cc2C2C=CCC12 (centres undefined)	0.97	1.1	-3	-5	-5	1.3	-4	3	3
Cc1ccc(-c2nnn(CC(=O)N(CC3CCCO3)C(C(=O)NC(C)(C)C)c3ccc(F)cc3)n2)o1 (centres undefined)	0.93	0.96	-2	4	-11	2.0	-4	7	-6
Cn1nccc1NC(=O)Nc1ccc(OC(F)(F)F)cc1	1.1	1	0	-4	-6	60*	2	-11	-7
Cc1ccc(S(=O)(=O)N2[C@@H](c3ccc(F)cc3)C(C(=O)O)=CC[C@H]2c2cccc(Cl)c2)cc1	0.9	1	1	-5	-4	3.2	-7	10	2
COCCn1ccc2c(OCC(=O)NCCc3ccc(OC)c(OC)c3)cccc2c1=O	1	1.1	-4	-13	-6	-0.6	6	-2	-4
COc1ccc2c(-c3ccccc3)cc(SCC(N)=O)nc2c1	1.1	1	0	-2	-1	4.2	-2	-10	58*
CN(C(=O)CSc1nnc(-c2ccccc2)n1C)C1CCS(=O)(=O)C1 (centres undefined)	0.88	0.9	-4	10	-11	0.2	1	12	1
CCOc1ccc(N2CC(C(=O)Nc3ccc(S(=O)(=O)Nc4ncccn4)cc3)CC2=O)cc1 (centres undefined)	0.84	0.99	0	1	-3	0.0	-1	16	1
Cn1c2ccccc2c2nnc(SCc3nnc(-c4ccccc4)o3)nc21	0.97	0.86	-1	14	-6	.	2	3	.
Cc1cccc(C)c1-n1c(=O)n(Cc2ccccc2)c(=O)c2[nH]cnc21	0.96	0.84	-2	16	-9	2.1	-3	4	0
NC(=O)C(NC(=O)OCc1ccccc1)c1ccccc1 (centres undefined)	1.1	1	-4	0	-8	-2.3	2	-10	11
Cc1ccc(S(=O)(=O)N2CCN(S(=O)(=O)c3ccccc3)C2c2ccc(N(C)C)cc2)cc1 (centres undefined)	0.94	0.98	-1	2	-4	1.2	-1	6	-1
O=C(NCc1ccc(N2CCCC2=O)cc1)Nc1cccc2ccccc12	1.4	0.78	1	22	0	-0.8	-1	-36	-5
C=CCn1c(CCNC(=O)c2cccs2)nnc1SCC(=O)c1ccc(Br)cc1	1	1.2	0	-24	-6	3.4	-3	-2	-5
COc1ccc(C)cc1S(=O)(=O)NCC(c1ccc2c(c1)OCO2)N1CCN(C)CC1 (centres undefined)	1	0.94	0	6	-11	-2.9	-1	-4	-2
O=C(COc1cccc([N+](=O)[O-])c1)NN1C(=O)c2ccccc2C1=O	0.73	1.1	-5	-11	-8	0.9	-1	27	1
COc1ccc(Nc2ccc(Nc3ccc(OC)cc3)nn2)cc1	0.89	0.83	-2	17	-4	-1.6	0	11	-7
